Pf apPOL inh – Pf-apPOL inhibitors, biochemical, fluorescence; Plasmodium falciparum apicoplast DNA polymerase (apPOL); Recombinant Pf-apPOL, molecular beacon fluorescence, 1.5 h; inhibition, % at 10 µM; actives 0.25% (n = 210,000); AID 1794808, 2022
mHTT CaM bind – mutant huntingtin-calmodulin interaction inhibitors – biochemical, AlphaScreen, primary screen; AID 1671202, 2021; actives 3.6% (n = 190,000); P42858; AlphaScreen His-mHTT/GST-CaM binding, luminescence; inhibition, % at 15 µM;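 note: 0% = both proteins with DMSO and 100% = one protein alone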
Target sequence (P42858 whole entry, looked up, stated change not applied): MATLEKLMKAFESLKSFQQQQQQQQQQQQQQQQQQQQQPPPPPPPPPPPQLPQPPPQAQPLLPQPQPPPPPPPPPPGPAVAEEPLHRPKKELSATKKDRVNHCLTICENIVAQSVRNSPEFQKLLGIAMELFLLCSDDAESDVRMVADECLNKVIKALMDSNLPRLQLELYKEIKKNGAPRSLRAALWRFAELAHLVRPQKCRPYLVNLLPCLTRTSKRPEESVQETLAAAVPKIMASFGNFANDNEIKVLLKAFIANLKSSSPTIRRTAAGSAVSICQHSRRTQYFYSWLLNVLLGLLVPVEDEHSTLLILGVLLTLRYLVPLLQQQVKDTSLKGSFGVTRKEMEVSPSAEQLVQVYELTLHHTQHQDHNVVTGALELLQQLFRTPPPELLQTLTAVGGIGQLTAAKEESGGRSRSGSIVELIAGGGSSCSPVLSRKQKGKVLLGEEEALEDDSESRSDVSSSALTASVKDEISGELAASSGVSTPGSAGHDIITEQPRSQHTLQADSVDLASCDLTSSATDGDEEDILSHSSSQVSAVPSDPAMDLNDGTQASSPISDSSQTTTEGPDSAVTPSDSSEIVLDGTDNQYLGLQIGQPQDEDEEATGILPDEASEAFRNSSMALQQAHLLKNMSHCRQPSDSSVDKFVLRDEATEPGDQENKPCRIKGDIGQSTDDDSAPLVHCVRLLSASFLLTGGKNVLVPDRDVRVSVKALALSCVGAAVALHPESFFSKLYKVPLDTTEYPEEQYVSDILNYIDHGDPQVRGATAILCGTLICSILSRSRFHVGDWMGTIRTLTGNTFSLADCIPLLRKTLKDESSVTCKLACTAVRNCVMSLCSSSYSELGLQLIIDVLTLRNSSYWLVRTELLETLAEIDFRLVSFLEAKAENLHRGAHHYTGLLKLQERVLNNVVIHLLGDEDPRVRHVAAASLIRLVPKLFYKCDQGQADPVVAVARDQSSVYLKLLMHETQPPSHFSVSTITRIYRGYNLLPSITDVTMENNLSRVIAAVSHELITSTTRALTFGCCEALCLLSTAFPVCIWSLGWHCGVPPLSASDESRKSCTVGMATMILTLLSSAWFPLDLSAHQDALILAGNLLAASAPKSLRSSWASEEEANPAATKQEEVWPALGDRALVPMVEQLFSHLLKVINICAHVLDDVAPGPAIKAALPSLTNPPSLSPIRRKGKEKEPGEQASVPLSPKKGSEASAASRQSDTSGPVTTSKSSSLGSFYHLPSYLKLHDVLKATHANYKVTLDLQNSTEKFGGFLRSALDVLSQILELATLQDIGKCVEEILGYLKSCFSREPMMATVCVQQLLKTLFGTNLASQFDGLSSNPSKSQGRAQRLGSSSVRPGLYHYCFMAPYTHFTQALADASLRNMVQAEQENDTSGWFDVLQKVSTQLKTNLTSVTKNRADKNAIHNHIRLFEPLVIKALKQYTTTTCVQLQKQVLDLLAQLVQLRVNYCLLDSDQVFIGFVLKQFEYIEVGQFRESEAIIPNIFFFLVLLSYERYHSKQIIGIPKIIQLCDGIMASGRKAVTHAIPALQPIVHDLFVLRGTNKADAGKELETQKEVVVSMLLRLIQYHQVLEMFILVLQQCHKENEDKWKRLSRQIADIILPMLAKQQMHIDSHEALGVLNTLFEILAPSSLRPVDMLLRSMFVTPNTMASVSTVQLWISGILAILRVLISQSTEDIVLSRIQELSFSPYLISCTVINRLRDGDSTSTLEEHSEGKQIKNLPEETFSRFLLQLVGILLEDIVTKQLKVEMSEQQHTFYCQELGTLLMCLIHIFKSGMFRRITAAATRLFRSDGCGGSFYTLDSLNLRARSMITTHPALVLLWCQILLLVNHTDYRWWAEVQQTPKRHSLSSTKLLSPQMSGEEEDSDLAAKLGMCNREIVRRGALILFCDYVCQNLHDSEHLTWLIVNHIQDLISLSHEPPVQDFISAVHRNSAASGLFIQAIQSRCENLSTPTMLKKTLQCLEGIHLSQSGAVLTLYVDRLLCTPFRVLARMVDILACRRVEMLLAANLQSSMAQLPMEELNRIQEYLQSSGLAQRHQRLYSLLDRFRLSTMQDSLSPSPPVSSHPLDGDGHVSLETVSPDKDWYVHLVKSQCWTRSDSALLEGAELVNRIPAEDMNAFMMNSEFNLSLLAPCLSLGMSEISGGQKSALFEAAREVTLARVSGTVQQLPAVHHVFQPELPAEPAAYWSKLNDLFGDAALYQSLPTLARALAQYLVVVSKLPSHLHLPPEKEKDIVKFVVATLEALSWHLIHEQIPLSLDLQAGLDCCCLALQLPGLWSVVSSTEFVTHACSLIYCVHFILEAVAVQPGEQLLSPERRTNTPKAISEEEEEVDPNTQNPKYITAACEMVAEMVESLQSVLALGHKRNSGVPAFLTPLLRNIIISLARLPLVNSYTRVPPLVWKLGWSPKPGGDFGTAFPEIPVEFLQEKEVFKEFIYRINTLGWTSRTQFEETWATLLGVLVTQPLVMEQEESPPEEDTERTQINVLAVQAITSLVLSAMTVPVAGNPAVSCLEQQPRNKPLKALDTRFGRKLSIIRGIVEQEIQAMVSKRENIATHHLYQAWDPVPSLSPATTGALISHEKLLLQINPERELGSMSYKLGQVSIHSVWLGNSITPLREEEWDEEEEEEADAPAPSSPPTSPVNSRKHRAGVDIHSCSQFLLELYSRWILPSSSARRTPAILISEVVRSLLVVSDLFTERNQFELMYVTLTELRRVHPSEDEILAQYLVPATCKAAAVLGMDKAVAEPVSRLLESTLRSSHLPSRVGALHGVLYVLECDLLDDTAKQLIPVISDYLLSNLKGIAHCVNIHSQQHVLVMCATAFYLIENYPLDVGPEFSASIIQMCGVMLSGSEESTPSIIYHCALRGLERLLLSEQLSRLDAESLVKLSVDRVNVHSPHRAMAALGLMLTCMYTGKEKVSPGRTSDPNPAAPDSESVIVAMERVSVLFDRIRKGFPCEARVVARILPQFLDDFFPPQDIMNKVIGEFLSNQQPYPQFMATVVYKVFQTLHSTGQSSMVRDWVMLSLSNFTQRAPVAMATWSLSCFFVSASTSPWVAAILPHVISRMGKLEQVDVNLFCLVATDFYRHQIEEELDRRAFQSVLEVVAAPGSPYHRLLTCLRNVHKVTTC
The depositor's hits bear a star; · = not tested or not shown; & = joins results of further samples. Cut-off read from the data, not from the text of the source: active = inhibition above about 50%; inactive = the rest.

nr | compound | mHTT CaM bind | Pf apPOL inh
1 | O=C(CSc1cn(Cc2ccc(Cl)cc2)c2ccccc12)Nc1ccc2c(c1)OCO2 | 64* | -3
2 | CCOCCCNC(=O)c1c[nH]c2ccc(S(=O)(=O)N(CC)c3ccc(F)cc3)cc2c1=O | 25 | -4
3 | CN1CCN(S(=O)(=O)c2cccc(C(F)(F)F)c2)CC1c1ccc(F)cc1 (stereo not drawn) | -8 | -2
4 | CC(C)C1C(=O)N(Cc2cn(Cc3ccco3)nn2)CCS(=O)(=O)N1Cc1ccc(-c2ccccc2)cc1 (stereo not drawn) | 73* | -1
5 | CN1CCN(C(=O)c2cc(-c3ccco3)on2)CC1 | 0 | -2
6 | Cc1ccc(-c2noc(CCC(=O)N3CCC4(CC3)OCCO4)n2)cc1 | -1 | -3
7 | O=C(Cc1ccccc1Cl)NC1CC(=O)N(C2CC2)C1 (stereo not drawn) | -8 | -7
8 | CCOC(=O)c1ccc(NC(=O)CN2CCc3[nH]c4ccccc4c(=O)c3C2)cc1 | -6 | -6
9 | COc1cc2c(cc1OC)C(C(=O)Nc1ccc(C(C)C)cc1)C(c1cccs1)N(C)C2=O (stereo not drawn) | 2 | -2
10 | COc1cccc(CNC(=O)CN2CCN(C(=O)Nc3ccc(F)cc3)CC2=O)c1 | -8 | -3
11 | Cc1cn(CCC(=O)NCc2c(F)cccc2Cl)c2ccccc12 | · | -7
12 | CCC(C)c1ccc(NS(=O)(=O)c2ccc(OC)cc2)cc1 (stereo not drawn) | -16 | -5
13 | CCn1c2ccccc2c2nc3ccccc3nc21 | -23 | -6
14 | O=C1OC2CC3CC2C1C3C(=O)N1CCN(c2ccc(Cl)cc2)CC1 (stereo not drawn) | -4 | 0
15 | CC1(C)CC(=O)C([N+](=O)[O-])=C(NCCCO)C1 | -9 | -1
16 | COc1cccc(CC(=O)N2CCC(c3cnn(-c4cccc(F)c4)c3)CC2)c1 | 5 | 10
17 | CCC(C)NS(=O)(=O)c1cc(Br)cc2c1N(C(=O)C1CC1)CC2 (stereo not drawn) | 10 | -3
18 | Cc1ccc(-n2cc(C(=O)NCC(C)C)nn2)cc1C | -7 | 1
19 | CCOc1ccc(-c2cccc(NC(=O)NC(C)(C)C)c2)nn1 | -4 | -1
20 | CN(C)Cc1c(O)ccc2c1OC(=Cc1cccc(Cl)c1)C2=O | 11 | 10
21 | Cc1ccc(CN2CC(N3CCCC3)CS2(=O)=O)cc1 (stereo not drawn) | 12 | 0
22 | CCCCCCN1C[C@H](n2cc(C3CC3)nn2)[C@@H](O)C[C@@H]1c1ccc(Cl)cc1 | 100* | -1
23 | CC(=O)N(Cc1ccco1)C1(C(=O)NC2CCCCC2)CCCCC1 | -3 | -3
24 | Cc1ccc(NC(=O)COc2cc(Cl)ccc2Cl)c(C)c1 | -8 | -25
25 | COc1ccc(-c2noc(C3CCCN3C(=O)c3ccco3)n2)cc1 (stereo not drawn) | 1 | -4
26 | CCCN(CCC)S(=O)(=O)c1ccc(C(=O)NN=Cc2ccc(N(C)CCC#N)cc2)cc1 | · | -15
27 | O=C(CN1C(=O)c2ccc([N+](=O)[O-])cc2C1=O)NC(c1ccccc1)c1ccccc1 | 3 | -4
28 | Cc1ncn(-c2ccc(CNC(=O)C3CCCC3)cc2)c1C | 6 | -4
29 | O=C(c1ccccc1)N1CCC(c2nncn2-c2ccccc2)CC1 | -6 | 2
30 | O=C(c1ccc2ncnc(N3CCCCC3)c2c1)N1CCCCC1 | -10 | -1
31 | CCOc1ccccc1CN1C(=O)c2ccccc2C1C(=O)NC1CCCCCCC1 (stereo not drawn) | -10 | -16
32 | Cc1ccc(NC(=O)Cn2nc(N3CCSCC3)c3ccccc3c2=O)cc1 | -7 | 1
33 | COc1ccccc1NC(=O)c1cc2ccccc2oc1=Nc1ccccc1F | 10 | 5
34 | COc1cc(NS(=O)(=O)c2cccc3nsnc23)c(C(=O)O)cc1OC | -1 | -9
35 | CCC(C)NC(=O)NCCC1CCN(S(=O)(=O)c2ccc(C)cc2)CC1 (stereo not drawn) | 34 | 1
36 | O=C(Nc1ccc(Cn2cnc(C(=O)NCc3ccc(F)cc3)c2)cc1)c1cccc(F)c1 | -13 | -9
37 | CCOc1ccc(C(=O)Nc2ccccc2I)cc1Cl | -6 | -1
38 | Cc1cc(F)ccc1NC(=O)Cn1cc2c(n1)CCCC2 | -8 | -2
39 | COc1ccccc1-c1nnc(Sc2ccc(C(F)(F)F)cc2[N+](=O)[O-])n1-c1ccccc1 | · | 2
40 | CC(C)(C)c1cc(CCC(=O)N2CCNCC2)c(C(C)(C)C)cc1O | 7 | -2

Exported with two lines to a compound: entries from further up
Below each SMILES – mHTT CaM bind	Pf apPOL inh
[37] CCOc1ccc(C(=O)Nc2ccccc2I)cc1Cl
 : -6	-1
[21] Cc1ccc(CN2CC(N3CCCC3)CS2(=O)=O)cc1 (stereo not drawn)
 : 12	0

In the list so far, 2 contain a CF3 group.
nr | compound | mHTT CaM bind | Pf apPOL inh
3 | CN1CCN(S(=O)(=O)c2cccc(C(F)(F)F)c2)CC1c1ccc(F)cc1 (stereo not drawn) | -8 | -2
39 | COc1ccccc1-c1nnc(Sc2ccc(C(F)(F)F)cc2[N+](=O)[O-])n1-c1ccccc1 | · | 2

Fetched by structure from the list above, 6 records:
nr | compound | mHTT CaM bind | Pf apPOL inh
40 | CC(C)(C)c1cc(CCC(=O)N2CCNCC2)c(C(C)(C)C)cc1O | 7 | -2
16 | COc1cccc(CC(=O)N2CCC(c3cnn(-c4cccc(F)c4)c3)CC2)c1 | 5 | 10
39 | COc1ccccc1-c1nnc(Sc2ccc(C(F)(F)F)cc2[N+](=O)[O-])n1-c1ccccc1 | · | 2
3 | CN1CCN(S(=O)(=O)c2cccc(C(F)(F)F)c2)CC1c1ccc(F)cc1 (stereo not drawn) | -8 | -2
31 | CCOc1ccccc1CN1C(=O)c2ccccc2C1C(=O)NC1CCCCCCC1 (stereo not drawn) | -10 | -16
13 | CCn1c2ccccc2c2nc3ccccc3nc21 | -23 | -6

Remaining list, next part:
nr | compound | mHTT CaM bind | Pf apPOL inh
41 | CS(=O)(=O)N1CCCC(C(=O)Nc2ccc3c(c2)OCCO3)C1 (stereo not drawn) | -8 | 6
42 | Cc1cc(NC(=O)C2CCCCC2)no1 | -2 | -11
43 | COc1ccc(S(=O)(=O)N2CCc3ccccc3C2)cc1[N+](=O)[O-] | -7&2 | 6&3
44 | COc1ccc(C2C(C(=O)Nc3ccc(C)cc3C)=C(C)Nc3nnnn32)c(OC)c1OC (stereo not drawn) | 9 | 0
45 | C=CCn1c(=O)[nH]c(=O)n(CC=C)c1=O | -2 | -2
46 | Cc1ccnc(NC(=O)Cn2ccc([N+](=O)[O-])n2)c1 | 1 | -1
47 | CCCCCCn1cc(CN2CC(N3CCCCC3)CS2(=O)=O)nn1 (stereo not drawn) | -4 | -6
48 | O=C(Cc1ccc(F)cc1F)Nc1ccc(Br)cc1 | -1 | -2
49 | O=C1C=C(NCc2ccccc2)C2(CCCCC2)O1 | -6 | -1
50 | Cn1c(=O)[nH]c(=O)c2c1nc(Br)n2Cc1ccc(Cl)cc1 | -6 | 9
51 | O=C(OCCCCCOc1ccc(Cl)cc1)c1ccc(Cl)cc1Cl | · | -3
52 | O=C1Nc2ccccc2N(O)N1c1ccc([N+](=O)[O-])cc1 | -3 | -8
53 | Cc1cccc(N2CCN(C(=O)c3cccc(Br)c3)C(C)C2=O)c1C (stereo not drawn) | 2 | -3
54 | Cc1cc(C=C2C(=O)OC(C)(C)OC2=O)c(C)n1-c1ccc(I)cc1 | 11 | -5
55 | O=C1CC(c2ccc3c(c2)OCO3)CC2=C1C(c1ccc(C(F)(F)F)cc1)Nc1ccccc1N2 (stereo not drawn) | 62* | 2
56 | O=C(NCc1ccco1)c1cc2ccccc2o1 | 6 | 0
57 | O=C(Nc1c2c(nn1-c1ccc([N+](=O)[O-])cc1)CSC2)c1ccc(Cl)c([N+](=O)[O-])c1 | 56* | -5
58 | C=CCSc1nc2sc3c(c2c(=O)n1CC=C)CCC3 | -7 | -6
59 | Cn1c(=O)c2c(nc(CN3CCOCC3)n2Cc2ccc(Cl)cc2Cl)n(C)c1=O | 9 | -1
60 | O=S(=O)(CS(=O)(=O)N1CCOCC1)N1CCOCC1 | · | -6
61 | Fc1cccc(NCc2ccco2)c1 | 14 | 2
62 | COCCn1cc2c3c(cccc31)CN(C(=O)COc1ccc(F)cc1)CC2 | 56* | -2
63 | Cc1ccc(NC(=O)Cc2ccc(Cl)cc2)c([N+](=O)[O-])c1 | 14 | -9
64 | COc1ccc(C=C2Oc3ccc(O)cc3C2=O)cc1OC | -9 | 2
65 | CCc1ccccc1NC(=O)CNS(=O)(=O)c1ccc(Br)s1 | -4 | 4
66 | COc1cccc(C2CC(C(F)(F)F)n3ncc(C(=O)N4CCOCC4)c3N2)c1 (stereo not drawn) | -2 | -4
67 | O=C1OC(C2CCCCC2)=N/C1=C/c1ccc(Br)cc1 | -3 | -3
68 | CCOc1nccnc1N1CCC(N(C)C(=O)Cc2cccs2)C1 (stereo not drawn) | 26 | 1
69 | CCOC(=O)C(C#N)=CNc1ccc2c(c1)CCN2C(C)=O | · | -2
70 | O=C(CC(c1ccccc1)c1ccccc1)n1nnc2ccccc21 | 18 | 0
71 | CC(=O)NC1C(O)OC(CO)C(O)C1O (stereo not drawn) | · | -16
72 | COc1ccccc1-c1c(C(F)(F)F)oc2cc(OCC=C(C)C)ccc2c1=O | -8 | 1
73 | Cc1[nH]c2ccc(Br)cc2c1CCN1C(=O)OC(C)(C)C1(C)O (stereo not drawn) | 8 | -1
74 | NC(=O)c1cc(N2CCOCC2)nc2ccc(F)cc12 | -2 | 0
75 | Cc1cccc(CC(=O)NCC(O)C2CCCCC2)c1 (stereo not drawn) | 0 | 4
76 | Cc1ccc(-n2cnc3cc(C(=O)NCc4ccco4)ccc32)cc1Cl | 79* | 32
77 | NNC(=O)Cn1nc2n(c1=O)-c1ccccc1SC2 | · | 0
78 | CCOc1ccccc1C(=O)Nc1c2c(nn1-c1ccc(F)cc1)CS(=O)(=O)C2 | 3 | -2
79 | Cc1cc2c(c(=O)n1Cc1ccccc1)C(C(C)C)C(C#N)=C(N)O2 (stereo not drawn) | -10 | -1
80 | O=C(NC1CCCCC1)c1ccccc1S(=O)O | -7 | -7
81 | CCN(CC)C(=O)CC[C@H]1CC[C@]2(CCCN(Cc3cccs3)C2)O1 | -4 | -5
82 | CCCC[C@H]1[C@@H]2C[C@H]([C@H]3CCCCN31)[C@H](OC(=O)Nc1ccc(C(F)(F)F)cc1)C2 | -15 | -8
83 | COc1ccc(CC(=O)N2CC3CC(NC(=O)c4ccccc4)C2C3)cc1 (stereo not drawn) | 5 | -6
84 | C=CCNC(=O)/C(=C\c1ccco1)NC(=O)c1ccco1 | 7 | -7
85 | O=C(Nc1cc(Cl)ccc1O)c1nn2c(c1Cl)NC(c1cccs1)CC2C(F)(F)F (stereo not drawn) | 90* | -1
86 | CCCN1C(=O)/C(=C\c2nc3ccccc3c(=O)[nH]2)c2cc(Br)ccc21 | 68* | 4
87 | O=C(O)CNC(=O)/C(=C\c1ccccc1F)NC(=O)c1ccccc1 | -3 | -12
88 | COc1ccc(CCNc2cc(C)c(C#N)c3nc4ccccc4n23)cc1OC | -6 | 4
89 | CCn1ccc2c(cc(C(=O)Nc3ccccc3C)n2C)c1=O | 0 | -5
90 | O=C(Nc1ncc(-c2ccc([N+](=O)[O-])cc2)s1)c1ccc(S(=O)(=O)N2CCCCC2)cc1 | 4 | 1
91 | CC1CCc2c(sc(NC(=O)c3ccc4c(c3)OCO4)c2C#N)C1 (stereo not drawn) | -8 | 5
92 | Cc1onc(-c2ccccc2Cl)c1C(=O)Nc1ccccc1I | -18 | 1
93 | Cc1cccc(CNC(=O)CCC2CCCN(C(=O)Nc3cccc(F)c3)C2)c1 (stereo not drawn) | -14 | -4
94 | CCN1c2cc(C(=O)N3CCN(c4ccc(OC)cc4)CC3)ccc2C(=O)N2CCCCC21 (stereo not drawn) | 21 | 0
95 | CCOc1ccccc1NC(=O)c1ccc(F)c(S(=O)(=O)N2CCCc3ccccc32)c1 | -15 | -5
96 | CN(C)CCOC(=O)C12CC3CCC(CC(C3)C1)C2 | -4 | -4
